# Screens from PubChem BioAssay.
# aSyn rescue – qHTS of alpha-syn Inhibitors | 0.14% of 370,000 active | AID 652106, 2013 | Potency, µM (series often up to 46.1 µM), inactives show at the highest dose growth rescue (activation), actives largely listed as activators | Yeast expressing alpha-synuclein, growth rescue, BacTiter-Glo, 24 h; further: potency means the concentration at half of the fitted maximal effect; % of control where 0% means no effect; nearly all actives have a fitted effect of over 65% in size
#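 Screening used galactose-induced yeast with toxic alpha-synuclein levels, exposed to compound for 24 hr at 30 deg C. Cell growth, read with BacTiter-Glo luminescence, gave the measured signal.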
# PTHR1 agonist – qHTS for PTHR1 Agonists: Primary Screen; Parathyroid hormone/parathyroid hormone-related peptide receptor (Homo sapiens), Q03431; HEK293 GP2 PTHR1 cells, GloSensor cAMP luminescence, 1 h; Potency, µM (series often up to 115 µM), inactives show top-dose activation, usual class: activators; 0.075% of 410,000 active; AID 743266, 2014; further: potency means the concentration at half of the fitted maximal effect; nearly all actives have a fitted effect of over 55% in size; some results filed as inactive show a strong effect at the top dose; inactives centre near -15; many of its hits are not listed in these tables
# Target sequence (Q03431 whole entry, looked up): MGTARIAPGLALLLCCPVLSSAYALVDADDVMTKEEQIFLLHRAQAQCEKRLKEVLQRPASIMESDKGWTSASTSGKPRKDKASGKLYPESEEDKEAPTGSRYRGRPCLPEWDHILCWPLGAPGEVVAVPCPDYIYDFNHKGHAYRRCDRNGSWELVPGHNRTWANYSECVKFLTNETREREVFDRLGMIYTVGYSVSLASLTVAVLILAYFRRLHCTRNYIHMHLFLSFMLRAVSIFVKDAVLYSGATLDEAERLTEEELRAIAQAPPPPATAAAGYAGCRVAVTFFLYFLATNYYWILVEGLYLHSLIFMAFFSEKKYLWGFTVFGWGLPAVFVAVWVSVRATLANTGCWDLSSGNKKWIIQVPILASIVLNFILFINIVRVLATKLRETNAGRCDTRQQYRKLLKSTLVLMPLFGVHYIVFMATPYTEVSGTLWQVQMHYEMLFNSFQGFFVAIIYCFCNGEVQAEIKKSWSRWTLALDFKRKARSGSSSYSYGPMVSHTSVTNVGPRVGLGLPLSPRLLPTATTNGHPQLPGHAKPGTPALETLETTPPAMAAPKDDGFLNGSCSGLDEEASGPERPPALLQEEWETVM
#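 HEK-293-derived GP2 cells expressing PTHR1 and a GloSensor cAMP reporter, 3,000/well, plated overnight, given luciferin plus IBMX (each 0.5 mM as added) for 1 h at 37 °C, then compound for 1 h at 37 °C. Luminescence was read after 15 min at room temperature.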
# KB-V1 MDR tox – qHTS assay for MDR1-selective chemotherapeutics: Primary screen using the drug-selected MDR subline cells KB-V1; KB-V1 MDR cells viability, CellTiter-Glo, 72 h; AID 1347076, 2019; Potency, µM (titrated, usually from 46.1 µM), without a hit: at the top dose activity change, negative = cytotoxicity, usual class: cytotoxic; 3.4% of 400,000 active; further: potency means the concentration at half of the fitted maximal effect; on the % scale 0 is the no-effect control and ±100 the full control effect; nearly all actives have a fitted effect of over 60% in size
#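 KB-V1, DMEM (no phenol red) + 10% FBS; cpd pin-transferred, titration series; 72 h, 37 degrees C; CellTiter-Glo, luminescence. Data normalized, curve-fit.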
# GLP-1R agonist – qHTS of GLP-1 Receptor Agonists | HEK293 GLP-1R CRE-luciferase, luminescence, 4-6 h; cells express a hypersensitive GLP-1R form | Potency, µM (titrated, usually from 45.6 µM), without a hit: at the top dose activation, usual class: activators | 0.007% of 380,000 active; further: potency means the concentration at half of the fitted maximal effect; % of control where 0% means no effect
# Target sequence (P43220 whole entry, looked up): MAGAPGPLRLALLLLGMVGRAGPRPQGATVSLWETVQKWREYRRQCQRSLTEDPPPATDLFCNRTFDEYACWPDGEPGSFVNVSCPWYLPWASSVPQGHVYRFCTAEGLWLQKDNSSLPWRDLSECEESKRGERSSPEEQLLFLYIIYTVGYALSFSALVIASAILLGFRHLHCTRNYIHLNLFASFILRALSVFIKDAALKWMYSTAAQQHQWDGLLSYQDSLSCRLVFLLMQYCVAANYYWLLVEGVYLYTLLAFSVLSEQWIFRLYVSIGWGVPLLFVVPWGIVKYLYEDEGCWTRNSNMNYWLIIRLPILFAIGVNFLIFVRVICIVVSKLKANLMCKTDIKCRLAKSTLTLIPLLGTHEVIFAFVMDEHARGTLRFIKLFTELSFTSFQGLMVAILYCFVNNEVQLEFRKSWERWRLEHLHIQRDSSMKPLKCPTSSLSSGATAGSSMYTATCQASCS
# DRD3 antagonist – qHTS of D3 Dopamine Receptor Antagonist: qHTS | D(3) dopamine receptor (Homo sapiens), P35462 | D3R cells, DiscoveRx beta-arrestin luminescence, antagonist mode; hits give low values | max response, negative = inhibition, % | 2.5% of 360,000 active; in the data active means max response below about -50%; inconclusive means no clear call, values can overlap the other calls; further: on the % scale 0 is the no-effect control and ±100 the full control effect; mostly tested at two doses, the higher about 12 µM
#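 Cells plated overnight at 1500 cells/well, then exposed to library compounds with dopamine controls for 90 minutes at 37 degrees C. DiscoveRx reagent added for 30–60 minutes at room temperature; luminescence read, quantitative HTS format.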
# DRD3 agonist – qHTS of D3 Dopamine Receptor Agonist: qHTS; D3R DiscoveRx beta-arrestin cells, luminescence, 90 min; max activation, %; 0.58% of 410,000 active; in the data active means max activation above about 30%; further: 0% is about no effect; mostly tested at two doses, the higher about 12 µM
#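 Agonist-mode cell screen: cells plated at 1500/well and incubated overnight at 37 °C, then exposed to library compounds for 90 min at 37 °C. Detection reagent was added for 30–60 min at room temperature, and luminescence was read.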
# GLP1R cytotox – qHTS of GLP-1 Receptor Inverse Agonists: Cytotox Screen; 0.13% of 410,000 active; Potency, µM (top dose mostly 38.3 µM), for inactives: at the top dose activity change, negative = inhibition, most hits filed as inhibitors; HEK293 cAMP-luciferase reporter cells, luminescence, 24 h;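 further: loss of luciferase light is scored as toxicity; potency means the concentration at half of the fitted maximal effect; on the % scale 0 is the no-effect control and ±100 the full control effect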
#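 1536-well qHTS counterscreen of the MLSMR; 200 cells/uL, 12 h pre-incubation, 23 nL cpd, 24 h at 37 deg C 5% CO2, luciferase detection reagent, 12 min RT, luminescence. Inhibition = undesired.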
# TDP43 rescue – qHTS of TDP-43 Inhibitors. TDP-43 expressing yeast growth rescue, BacTiter-Glo, 24 h. AID 652104, 2013. 1.8% of 410,000 active. Potency, µM (titrated, usually from 46.1 µM), for inactives: at the top dose growth rescue (activation), actives largely listed as activators; further: potency means the concentration at half of the fitted maximal effect; % of control where 0% means no effect; nearly all actives have a fitted effect of over 50% in size
#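 Galactose-induced TDP-43 yeast, OD600=0.02, compound pinned; 24 hr, 30 deg C; BacTiter-Glo luminescence for growth. Inhibitors of TDP-43 toxicity read as activators.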
# GLP1R inv ag – qHTS of GLP-1 Receptor Inverse Agonists (Inhibition Mode) | Glucagon-like peptide 1 receptor (Homo sapiens), P43220 | HEK293 GLP-1R CRE-luciferase, luminescence, 24 h; GLP-1R form is constitutively active | Potency, µM (titrated, usually from 38.3 µM), for the others: at the highest dose activity change, negative = inhibition, actives largely listed as inhibitors | 1.6% of 410,000 active | AID 624417, 2012; further: potency means the concentration at half of the fitted maximal effect; on the % scale 0 is the no-effect control and ±100 the full control effect; nearly all actives have a fitted effect of over 55% in size
#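 Seeding at 200 cells/uL, 12 h culture, 24 hr compound treatment, then luciferase reagent and a luminescence read; cells are HEK293 stably expressing a constitutively active GLP-1R plus cAMP-responsive luciferase.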
# An asterisk follows results filed as active; i = inactive; ? = inconclusive; nt = no result given; & = joins results of further samples; [ ] = dose if it differs, or a comment. Unless noted, the call rests on the fitted dose curve; in most records, active means well fitted curve in the direction sought with a large enough effect; inconclusive means small, poorly fitted or top-dose-only effect, or another doubt; inactive means no such curve, though single readings can be large; an effect the other way counts as inactive or inconclusive.
smiles	PTHR1 agonist	GLP1R cytotox	TDP43 rescue	aSyn rescue	DRD3 antagonist	DRD3 agonist	GLP-1R agonist	KB-V1 MDR tox	GLP1R inv ag
CCOc1ccc(CC(=O)NNC(=S)NC2CCCCC2)cc1OCC	-7%[57.5 µM]	18%	2%	-5%	0	8	2%	12%	-9%
CCCCOc1ccc(/C(O)=C2/C(=O)C(=O)N(CCCOC)C2c2ccncc2)cc1C (stereo not drawn)	i	-22%	21%	-1%	-8	2	3%	16%	3%
COc1ccc(C(CC(=O)O)N2Cc3ccccc3C2=O)cc1 (stereo not drawn)	-2%	1%	-20%	-5%	-8	18	-3%	11%	-1%
Cc1ccc(C(=O)Nc2cccc(N(C)S(C)(=O)=O)c2)cc1S(=O)(=O)Nc1ccccc1	-16%[57.5 µM]	-15%	-24%	10%	91	44*	1%	-17%	-9%
COCCn1nnnc1C(c1cccs1)N1CCN(c2cccc(C(F)(F)F)c2)CC1 (stereo not drawn)	-18%	-12%	10%	11%	14	7	-1%	?	?
COc1ccc(NC(=O)/C=C/c2cccc(Br)c2)cn1	-92%[inhibitor]	-8%	-8%	-14%	-5	-8	16%	-29%	?
COc1cccc(CNC(=O)CSc2nnc3c(n2)[nH]c2ccc(OC)cc23)c1	-6%	0%	10%	-4%	-7	-3	5%	-10%	1%
O=C(c1ccccn1)N1N=C2/C(=C/c3ccccc3)CCCC2C1c1ccccc1 (stereo not drawn)	-15%	-15%	24%	-2%	5	9	9%	-15%	?
CC(C)N(C(=O)Cn1c(=O)oc2ccccc21)c1ccccc1	i	3%	2%	-3%	-8	-6	1%	-22%	11%
COc1cccc(NC(=O)NC(C)C2CC3CCC2C3)c1 (stereo not drawn)	i	-7%	-17%[9.22 µM]	4%	4	1	15%	3%	-29%
Nc1ccc(Cc2ccccn2)cc1	-16%	-19%	1%	-1%	-1	-3	14%	4%	-16%
O=C(/C=C/c1ccco1)Oc1cccc2cccnc12	i	?	0%	1%	-11	-4	0%	0%	?
CC(=O)c1cccc(NC(=O)CN2C(=O)c3cccnc3Oc3ccc(Cl)cc32)c1	0%	16%	-6%	-1%	-28	-7	6%	1%	25%
CCN(CC(=O)NCc1cccs1)C(=O)Cc1ccc(C)c(C)c1	-53%[inhibitor]	1%	6%	-1%	-27	-9	1%	-21%	-22%
C=CCn1c(SCc2nc3cc(C(=O)OC)ccc3c(=O)[nH]2)nc2sc(CC)cc2c1=O	i	-7%	9%	-13%	3	-1	-3%	5.2µM*	-5%
Cc1ccc(C(=O)N/C(=C\c2ccco2)C(=O)NCCN2CCCCC2)cc1C	-15%	-2%	24%	5%	-16	-12	9%	-15%	?
NC(=O)CN1C(=O)NC2(CCCc3ccccc32)C1=O (stereo not drawn)	i	-10%	-5%	-8%	12	6	-3%	24%	11%
O=C(c1ccccc1NS(=O)(=O)c1cccc2cccnc12)N1CCOCC1	i	5%	-13%	-3%	-1	-7	5%	6%	12%
CN(C)CCn1nnnc1SCC1=C(C(=O)O)N2C(=O)[C@@H](NC(=O)Cc3csc(N)n3)[C@H]2SC1	-4%	-8%	16%	-2%	?	0&5	-3%	3%	-1%
Cc1nc2ccc(NC(=O)c3cccs3)cc2c(=O)n1Cc1ccc(Cl)cc1	-20%[57.5 µM]	-46%	-35%[inhibitor]	1%	23	9	6%	?	?
Cc1c(-c2ccc(Br)cc2)nc2ccccn12	-69%[inhibitor]	1%	-3%	-13%	-18	-18	0%	21µM*	-23%
COc1ccc(OC)c(C(=O)CSc2nnc(-c3cccs3)o2)c1	-14%[57.5 µM]	-5%	8%	3%	16	-1	13%	?	3%
Cc1ccc(C(=O)c2cn(Cc3ccccc3C)c3nc(C)ccc3c2=O)cc1	-77%[inhibitor]	10%	?	nt	nt	2	nt	-24%	8%
Cc1cc2nnc(SCC(=O)N(C)C3CCS(=O)(=O)C3)n2c2ccccc12 (stereo not drawn)	-11%	6%	-1%	3%	21	2	4%	9%	12%
CCC1(CC)Cc2ccccc2C(Nc2c(C)n(C)n(-c3ccccc3)c2=O)=N1	-9%[57.5 µM]	-8%	23%	0%	-9	6	-15%	-1%	12%
N#CC(C#N)=C1C=C2C=C(N3CCCCCC3)CCC2CC1 (stereo not drawn)	-40%[inhibitor]	39%[activator]	?	2%	17	6	12%	?	?
COc1cccc(C=NN(C)c2c([N+](=O)[O-])cc(C(F)(F)F)cc2[N+](=O)[O-])c1O	-62%[inhibitor]	-3%	14%	0%	-7	-5	10%	?	?
Cc1ccccc1C(=O)OCCN(C)Cc1ccccc1	i	-1%	-16%[0.397 µM]	-4%	-70*	-14	6%	3%	?
O=C(c1ccc(Cl)c(S(=O)(=O)N2CCCCCC2)c1)N1CCCC1	i	0%	10%	5%	-2	7	12%	-12%	-2%
COC(=O)CN1C(=O)C(O)(CC(=O)c2ccc(F)cc2)c2ccccc21 (stereo not drawn)	i	0%	0%	nt	nt	2	nt	1%	8%

# Results in GLP1R inv ag and KB-V1 MDR tox, for two of the compounds above:
molecule	GLP1R inv ag	KB-V1 MDR tox
COCCn1nnnc1C(c1cccs1)N1CCN(c2cccc(C(F)(F)F)c2)CC1 (stereo not drawn)	?	?
O=C(c1ccc(Cl)c(S(=O)(=O)N2CCCCCC2)c1)N1CCCC1	-2%	-12%

# (continued)
smiles	PTHR1 agonist	GLP1R cytotox	TDP43 rescue	aSyn rescue	DRD3 antagonist	DRD3 agonist	GLP-1R agonist	KB-V1 MDR tox	GLP1R inv ag
COC(=O)c1sc2cccc(F)c2c1S(=O)(=O)N1CCN(c2ccc(F)cc2)CC1	-4%	2%	28%	nt	nt	5	nt	-14%	-23%
CSc1ccc(-c2cc3c(c4c2ccn4C)C2CCC3O2)cc1 (stereo not drawn)	-13%	19%	25µM*	?	-16	-11	14%	-15%	-17%
COc1ccc(N(Cc2cc3ccc(C)cc3[nH]c2=O)C(=O)c2ccco2)cc1	-10%[57.5 µM]	-3%	-4%	-4%	-11	6	-13%	-1%	-7%
C[C@@H]1C(=O)O[C@H]2[C@H]1CC[C@@]1(C)C(=O)C=C[C@@](C)(O)[C@H]21	-2%	-10%	-21%	-1%	65	0	0%	26%	4%
O=[N+]([O-])c1ccc2nc(-c3ccccn3)[nH]c2c1	-9%	-17%	0%[1.82 µM]	?	1	23	8%	2%	7%
O=C1CCCc2cc(S(=O)(=O)NCC3CCC(C(=O)NCc4ccc(F)cc4)CC3)ccc2N1 (stereo not drawn)	-13%	-12%	-6%	nt	nt	9	nt	-1%	16%
Cc1ccc(OC(=O)c2cccc(S(=O)(=O)N(C)C)c2)c(-n2nc3ccccc3n2)c1	-11%	-11%	0%	-1%	16	5	-25%	12%	?
Cc1ccc(-c2csc3nc(C)n(N)c(=O)c23)o1	i	3%	15%	4%	7	6	-5%	?	0%
N#C/C(=C\c1ccco1)C(=O)NCC1CCCO1 (stereo not drawn)	i	10%	4%	5%	0	3	-11%	4%	30%
Cc1ccn2c(=O)nc(SCC(=O)NCc3ccc(F)cc3)nc2c1	i	-7%	-5%	0%	3	0	-2%	-4%	-2%
O=C1CCCC(=O)C1=C1SCCS1	-23%	-10%	0%	1%	44	3	-5%	-1%	13%
COc1ccc(-n2nc(C(=O)NCC(=O)Nc3ccccn3)c3ccccc3c2=O)cc1Cl	i	-4%	7%	5%	20	2	-6%	-5%	12%
O=C(CSc1ncnc2nc[nH]c12)Nc1ccccc1C(F)(F)F	-35%[inhibitor]	-4%	0%	-4%	-4	2	2%	-30%	17%
Cc1cc(NC(=O)CSCc2ccc([N+](=O)[O-])cc2)no1	i	-6%	28%	2%	-2	1	5%	5%	2%
CCC(=O)N(Cc1cc(=O)[nH]c2ccccc12)c1ccc(C)cc1	-17%	-11%	-5%	1%	-8	-9	16%	-5%	?
CNC(=O)c1ccc(NC(=O)c2cc(S(=O)(=O)N(C)C)ccc2N2CCCC2)cc1	19%	0%	0%	-2%	-12	-3	2%	-10%	-15%
COCCN1C=C2C(=O)C(C)(OC(=O)c3cccs3)C(=O)C=C2C=C1CCCC(=O)OC (stereo not drawn)	-23%	-9%	5%	-22%	-6	3	9%	0%	19%
CCC1NC(=S)N(C2CCCCC2)C1=O (stereo not drawn)	i	13%	-13%	-12%	-14	0	-2%	2%	-6%
O=C(COc1ccc2ccccc2c1Br)N1CCOCC1	-17%[57.5 µM]	-6%	17%	13%	-18	2	1%	-3%	-11%
CC1(C(=O)NCc2cccc3ccccc23)CCN1Cc1ccccc1OC(F)F (stereo not drawn)	-27%	-15%	0%	-2%	0	-7	2%	-20%	13µM*
Cc1ccc(C(=O)Nc2ccon2)cc1S(=O)(=O)N1CCOCC1	-14%[57.5 µM]	-10%	-18%	3%	15	32*	-4%	15%	0%
COc1ccc(Cl)cc1NC(=O)COC(=O)c1c(-c2ccccc2)noc1C	-26%	1%	13µM*	18%	3	2	2%	?	?
CC1CCCCN1CCCNC(=O)c1c(O)nc2ccccn2c1=O (stereo not drawn)	i	-10%	-24%	-1%	-5	1	-1%	20%	4%
S=C(Nc1ccc(Nc2ccccc2)cc1)NC1CCCCCC1	-18%	-8%	22%	1%	-22	-2	5%	?	5µM*

# Not all compounds are listed; rates above refer to the full screens.
